Assay outcomes: PubChem BioAssay, Johns Hopkins Ion Channel Center
KCNQ2 block = KCNQ2 channel blockers in CHO-K1 cells – cell-based, FluxOR thallium flux, B-score, primary screen (AID 2156) | O88943 | B-score at 10 µM | 1.1% of 310,000 active | 20 min; hits give low values;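 active means fluorescence ratio B-score at most minus 3 library SDs, with starting brightness B-score within 2 library SDs, cut at about -5.5 in these data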
Kir21 inh = inhibitors of mouse Kir2.1 inward-rectifier potassium channel; P35561; HEK293-Kir2.1, FluxOR thallium flux fluorescence; hits give low values; B-score at 10 µM; 0.85% of 310,000 active;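 active means fluorescence ratio B-score at or below minus 3 SD of library scores, with starting-brightness B-score within 2 SD, cut at about -4.2 in these data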;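 further: channel flux triggered by added potassium and thallium sulfate stimulus; B-score of peak minus minimum fluorescence over baseline after thallium stimulus; more negative B-score means stronger Kir2.1 block with less thallium influx; some compounds called inactive have numbers as strong as hits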
Target sequence (P35561 whole entry, looked up): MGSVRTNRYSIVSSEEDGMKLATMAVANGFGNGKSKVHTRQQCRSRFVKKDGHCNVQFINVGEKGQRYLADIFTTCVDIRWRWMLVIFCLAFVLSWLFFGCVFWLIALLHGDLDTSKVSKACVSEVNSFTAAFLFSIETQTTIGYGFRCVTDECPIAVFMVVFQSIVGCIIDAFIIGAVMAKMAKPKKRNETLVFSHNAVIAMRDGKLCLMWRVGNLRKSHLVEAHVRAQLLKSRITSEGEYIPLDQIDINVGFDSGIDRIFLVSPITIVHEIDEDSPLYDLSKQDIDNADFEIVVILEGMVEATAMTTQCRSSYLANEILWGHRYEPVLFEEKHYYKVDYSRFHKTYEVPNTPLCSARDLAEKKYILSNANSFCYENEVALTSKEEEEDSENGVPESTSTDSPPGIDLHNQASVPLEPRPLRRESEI
Active calls of the source: *; i = inactive; & = joins results of further samples.

Under each structure: KCNQ2 block | Kir21 inh
COc1ccc(-c2cc(C(=O)OCC(=O)N(C)C3CCS(=O)(=O)C3)c3ccccc3n2)cc1OC (stereo unspecified)
    i | 0.09
CC1(C)CC2(C)OCCN2C(=S)N1 (stereo unspecified)
    i | 1.35
Cc1cc(C(=O)N/N=C2/CC(C)CC(C)(C)C2)c(C)o1 (stereo unspecified)
    i | -0.65
COc1cccc(CNC(=O)c2ccccc2NC(=O)C2=C(C)OCCS2)c1OC
    i | -0.77
COc1cc(/C=C2/C(=O)ON=C2C)ccc1OCc1cccc(F)c1
    i | -0.37
Cc1cccn2c(=O)c(C=O)c(N3CCC4(CC3)OCCO4)nc12
    i | -2.56
CC(=O)N1CCc2cc(S(=O)(=O)CCC(=O)N(C)c3cc(C)ccc3C)ccc21
    i | 0.61
COc1cccc(CN2CCN(c3cccc(C(F)(F)F)c3)CC2)c1OC
    i | -1.42
Cc1noc2ncnc(N3CCCC3)c12
    i | 0.04
Fc1ccccc1NC(=S)Nc1ccc(CN2CCOCC2)cc1
    i | -0.29
O=C(Cn1cc(C(F)(F)F)ccc1=O)NCCc1ccc(Cl)cc1Cl
    i | -0.85
Cc1cc(=O)[nH]c(SCc2ccccc2)n1
    i | 0
O=C(O)/C=C/C(=O)Nc1ccc(C(=O)c2ccccc2)cc1
    i | -0.11
CN(C)C(=O)c1nc2ccc(Cl)cn2c1CNCc1cccc(OC(F)(F)F)c1
    i | 2.47
O=C(CSc1nc(-c2ccccc2)cs1)NCCN1C(=O)CSC1=O
    i | 1.22
CCOC(=O)c1[nH]cnc1C(=O)Nc1cccc(Cl)c1
    i | 0.46
O=C(NCc1ccco1)C1CCN(S(=O)(=O)c2cccc([N+](=O)[O-])c2)CC1
    i | -2.68
CNC(=O)COC(=O)/C=C/c1ccco1
    i | 0.79
COCCCNc1nc2c(c(=O)n(C)c(=O)n2C)n1Cc1cccc(OC)c1
    i | 0.15
Cc1cccc(NC(=O)CCc2ccc(C)o2)c1
    i | 1.09
O=C(N/N=C/c1ccccc1O)C1CC(=O)N(c2ccc(F)cc2)C1 (stereo unspecified)
    i | -2.9
Cc1cc(C(=O)Nc2ccccn2)cs1
    i | 0.13
O=C(O/N=C1\CCS(=O)(=O)c2sccc21)c1ccc(F)cc1
    i | 1.03
Cc1ccc(N(C(=O)c2csnn2)C(C(=O)NCc2ccccc2)c2ccccn2)cc1 (stereo unspecified)
    i | -1.01
O=C(c1cccc([N+](=O)[O-])c1)N1CCN(c2ncccn2)CC1
    i | 2.26
CC1CCN(CC(O)COC2CC(C)CCC2C(C)C)CC1 (stereo unspecified)
    i | -0.16
Cc1ccccc1N1CCN(S(=O)(=O)c2nnc(NC(=O)c3ccco3)s2)CC1
    i | -0.36
Cc1cccc(C)c1NC(=O)CCCCCC1NC(=O)NC1C (stereo unspecified)
    i | -0.97
Nc1c(Cl)cc(-c2csc(N3CCCC3c3nc4cc(Cl)c(N5CCCCC5)cc4n3CCCO)n2)cc1Cl (stereo unspecified)
    i | -0.23
CCOC(=O)Cn1cc(/C=N/N2C(=O)C3C4C=CC(C4)C3C2=O)c2ccccc21 (stereo unspecified)
    i | -0.21
CCc1ccc(CNC(=O)C2CCC(=O)N2C2CCCCC2)cc1 (stereo unspecified)
    i | -1.57
COc1ccc(C)cc1N(CC(=O)Nc1ccc(S(=O)(=O)N2CCOCC2)cc1)S(C)(=O)=O
    i | -1.86
CC(C)CCNC(=O)c1c(CSc2ccc(Cl)cc2)noc1C(=O)NCc1ccccc1
    i | 0.94
CC(O)CNCc1cccc2ccccc12 (stereo unspecified)
    i | -0.23
Cc1[nH]c(=O)[nH]c(=O)c1Cc1cccc2ccccc12
    i | -2.11
COc1ccc(C(=O)Nc2ccccc2[N+](=O)[O-])cc1S(=O)(=O)N1CCOCC1
    i | 0.18
COc1ccc(/C=N/N=C/c2ccc(OC)c(O)c2)cc1O
    i | -0.53
CCOc1ccc(NC(=O)COc2cccc3c2CCN(Cc2cccnc2)C3=O)cc1
    i | -0.71
O=C(Cn1cc2c(n1)CCCC2)NCc1cccnc1
    i | 1.08
Cc1cc([N+](=O)[O-])cc(/C=N\NC(=O)C2COc3ccccc3O2)c1O (stereo unspecified)
    i | 0.51
COc1ccc(C(=O)NCc2nnc(SCC(=O)c3ccccc3)n2C)cc1OC
    i | 0.4
CC1(C)Cc2c(sc3ncnc(NNC(=S)NCc4ccccc4)c23)CO1
    i | -2.02
O=C(COC(=O)C1CC1)Nc1ccccc1Sc1ccccc1
    i | -2.97
CSc1ccc(C2C3(C#N)C(N)=NC4(OCCO4)C23C#N)cc1 (stereo unspecified)
    i | -0.61
C[C@H](NC(=O)c1nc[nH]c1C(=O)N[C@@H](Cc1ccccc1)C(=O)OCc1ccccc1)C(=O)OC(C)(C)C
    i | 0.3
CN1CCC(N(C)C(=S)NCCc2ccccc2)CC1
    i | -0.04
CCc1c(C)c2ccc(O)c(CN3CCCC3)c2oc1=O
    i | -0.01
COc1cccc(NC(=O)C(OC(=O)c2cnc(C)cn2)c2ccccc2)c1 (stereo unspecified)
    i | -0.33
CC1CCN(S(=O)(=O)c2ccc(C(=O)NCc3cccnc3)cc2)CC1
    i | -0.59
COc1ccc(C)cc1S(=O)(=O)N(CC(=O)N1CCCC1)c1ccc(C)cc1
    i | -1.53
CCCC(O)(c1ccc(CC)cc1)C(CN1CCOCC1)c1ccccc1 (stereo unspecified)
    i | -2.26
OCCCCNCc1ccc(OCc2ccccc2Cl)cc1
    i | -3.23
Cc1ccccc1NC(=O)CNc1ccc(Cl)c(C(F)(F)F)c1
    i | 1.07
COC(=O)[C@@H]1C[C@@]2(O)[C@@H](O)[C@@H](O)[C@@H](O)C[C@H]2N1CC(c1ccccc1)c1ccccc1
    i | -1.75
Cc1c(CC(=O)O)c(=O)oc2cc(OCc3nn[nH]n3)ccc12
    i | -0.54
O=C(CSCc1ccccc1)NCc1ccc2c(c1)OCO2
    i | -1.19
CC(=O)NC(CC(=O)OC(C)C(=O)Nc1ccc(Cl)cn1)c1ccccc1 (stereo unspecified)
    i | -0.07
CSCC(C)N1CCC(n2nccc2NC(=O)c2ccc3c(c2)OCO3)CC1 (stereo unspecified)
    i | -0.53
CCOc1ccc(C2C(C(=O)c3ccc(C)o3)=C(O)C(=O)N2c2nc(C)c(C(=O)OC)s2)cc1 (stereo unspecified)
    i | 0.86
CCOC(=O)c1cnc(SCC(=O)N2CCN(c3ccccc3)CC2)nc1N
    i | 0.6

(more compounds)
Under each structure: KCNQ2 block | Kir21 inh
O=C(COC(=O)CNC(=O)c1ccccc1F)NCCC1=CCCCC1
    i | 0
CCn1c(N2CCC(C)CC2)nc2c1c(=O)n(C)c(=O)n2C
    i | 1.62
Cc1cccc(N(C(=O)Cc2cccs2)C(C(=O)NC2CCCC2)c2ccncc2)c1 (stereo unspecified)
    i | 0.01
CC(C)=C(NC(=O)c1ccccc1)C(=O)NCCc1nc2ccccc2[nH]1
    i | 0.76
CCOC(=O)C1CCCN(C(=O)c2ccccc2NC(=O)C2=C(C)OCCS2)C1 (stereo unspecified)
    i | -0.23
Cc1cc(C)n2c(SCC(=O)Nc3ccccc3)nnc2n1
    i | 0.41
O=C(NCCN1CCOCC1)c1c(Cl)cccc1Cl
    i | -2.23
C=CCN(C(=O)c1csnn1)C(C(=O)NC1CCCC1)c1ccc(F)cc1 (stereo unspecified)
    i | 2.07
CC(=O)N1c2ccc(S(=O)(=O)N3CCCC(C(=O)Nc4cc(C)cc(C)c4)C3)cc2CC1C (stereo unspecified)
    i | -0.84
Cc1cccc(OCCCC(=O)N2CCCCCC2)c1C
    i | -0.58
CC(C)NC(=S)N1CCN(S(C)(=O)=O)CC1
    i | 0.14
CCCn1c(C)cc(C(=O)COC(=O)c2cc(S(=O)(=O)NCC(C)C)c(Cl)cc2Cl)c1C
    i | 1.39
COc1ccc(CN2C(=O)C(C)S/C2=N/N=C/c2ccco2)cc1 (stereo unspecified)
    i | -0.37
Cc1ccc(N(CC(=O)Nc2cc(C)ccc2C)S(C)(=O)=O)cc1
    i | 0.25
CCCCOc1ccc(C(=O)NC(=S)Nc2ccc(CN3CCOCC3)cc2)cc1
    i | -0.62
Fc1ccc(-n2cc(-c3ccccc3)c3c(N4CCOCC4)ncnc32)cc1
    i | -0.57
COc1cc(Cl)ccc1NC(=S)N(CCN1CCOCC1)C1CCN(C(C)=O)CC1
    i | -0.11
COc1ccccc1NC(=S)N(Cc1ccccc1)Cc1cccnc1
    i | -0.03
CN(CC(=O)Nc1c(Cl)cccc1Cl)C(=O)c1cc(-c2cccs2)nn1-c1ccccc1
    i | 0.24
CCOC(=O)C1=C(C)NC(=O)NC1/C(C)=C/c1ccccc1 (stereo unspecified)
    i | -0.33

Filtered by structure, the compounds so far with a furan ring, fused or not
Under each structure: KCNQ2 block | Kir21 inh
Cc1cc(C(=O)N/N=C2/CC(C)CC(C)(C)C2)c(C)o1 (stereo unspecified)
    i | -0.65
O=C(NCc1ccco1)C1CCN(S(=O)(=O)c2cccc([N+](=O)[O-])c2)CC1
    i | -2.68
CNC(=O)COC(=O)/C=C/c1ccco1
    i | 0.79
Cc1cccc(NC(=O)CCc2ccc(C)o2)c1
    i | 1.09
Cc1ccccc1N1CCN(S(=O)(=O)c2nnc(NC(=O)c3ccco3)s2)CC1
    i | -0.36
CCOc1ccc(C2C(C(=O)c3ccc(C)o3)=C(O)C(=O)N2c2nc(C)c(C(=O)OC)s2)cc1 (stereo unspecified)
    i | 0.86
COc1ccc(CN2C(=O)C(C)S/C2=N/N=C/c2ccco2)cc1 (stereo unspecified)
    i | -0.37

(more compounds)
Under each structure: KCNQ2 block | Kir21 inh
COc1cc(NC(=O)Cc2cccs2)cc(OC)c1
    i | 2.64
Cn1c(=O)n(CC(=O)O)c(=O)c2c1nc1n2CCS1
    i | 1.41&-0.57
CSCCC(C(=O)N1C[C@]2(C)C[C@H]1CC(C)(C)C2)N1C(=O)c2ccccc2C1=O (stereo partly specified)
    i | -1.72
COc1ccccc1Nc1cc(C(=O)NCCCN2CCOCC2)c2ccccc2n1
    i | -1.65
COc1ccc(CCNC(=O)/C(C#N)=C2\N=C(NC(=O)c3ccco3)c3ccccc32)cc1
    i | 0.11
COc1ccc(CC(NC(C)=O)C(=O)N2CCN(C(=O)Nc3cccc(F)c3)CC2)cc1OC (stereo unspecified)
    i | -0.18
CCOC(=O)C(CCCCOc1ccc([N+](=O)[O-])cc1)C(=O)OCC
    i | 0.77
CC(=O)N1CCN(c2ncnc3ccccc23)CC1
    i | 1.86
O=c1[nH]c(-c2ccc(F)cc2)nc2c1sc(=S)n2-c1ccccc1
    i | -1.86
CCc1ccc(OCC(=O)N/N=C(\C)c2ccc(OC(F)F)cc2)cc1
    i | 1.12
CC(C)(C)OC(=O)NCCCC(CCCNC(=O)OC(C)(C)C)C(=O)O
    i | -0.3
COc1cccc(OC)c1OCCNCC1CSc2ccccc2O1 (stereo unspecified)
    i | -1.63
O=C1CNC(=S)N1CCc1ccc(Cl)cc1
    i | 0.42
CCC(C)c1ccc(OCc2ccc(C(=O)O)o2)cc1 (stereo unspecified)
    i | -0.09
CCCCn1c(-c2ccc([N+](=O)[O-])cc2)n[nH]c1=S
    i | 0.23
CN(/N=C/c1cc([N+](=O)[O-])ccc1O)c1ccccc1
    i | -1.67
CC(=O)c1ccc(N2CCN(c3ncc(C(F)(F)F)cc3Cl)CC2)cc1
    i | -2.07
O=S1(=O)CCOC[C@H](Cc2ccccc2)N1Cc1ccc(Cl)cc1
    i | -1.12
CCOc1ccc2nc(SCC(=O)NC3CCCCC3)[nH]c2c1
    i | 0.17
CC(NC(=O)CN1CCC(C(N)=O)CC1)c1ccccc1 (stereo unspecified)
    i | 0.04
CCN(CC)S(=O)(=O)c1ccc2c(c1)nc(CCC(=O)OCC(=O)N1CCc3ccccc31)n2C
    i | 0.1
COc1ccc(C)cc1NC(=O)c1ccc(NS(=O)(=O)c2cccc3cccnc23)cc1
    i | -0.76
Cc1cc2c3c([nH]c2cc1S(=O)(=O)NCc1ccc(CN2CCCCCC2)o1)CC(C)(C)CC3=O
    i | -0.54
CC(=O)NC12CC3CC(C1)CC(C(=O)OCC(=O)Nc1ncc(Cl)c(C)c1Cl)(C3)C2
    i | 0.61
Cc1ccnc(NC(=O)CCCOc2ccccc2)c1
    i | -1.19
CC1=C(C(=O)OCC(C)C)C23C(=O)c4ccccc4C2(O1)OC(N)=C3C#N (stereo unspecified)
    i | -2.51
C/C(=C\C(=O)c1ccc(Br)cc1)NCc1ccc(C)cc1
    i | -0.26
Cc1cc2c(=O)n(C)c(SCC(=O)Nc3cccc(F)c3)nc2s1
    i | 0.45
CC(=O)n1nc(-c2ccccc2)cc1-c1ccccc1
    i | 0.22
CCc1ccc(/C=C2\SC(=S)N(CCCC(=O)Nc3ccc(C(=O)O)cc3)C2=O)cc1
    i | 2.83
CCc1cc(CNC(=O)CC2C(=O)NCCN2Cc2cccc(OC)c2)on1 (stereo unspecified)
    i | 0.85
CC(C)c1onc(C(=O)Nc2cccc(O)c2)c1[N+](=O)[O-]
    i | -1.41
CC1C/C(=N/Nc2ccc([N+](=O)[O-])cc2[N+](=O)[O-])CC(C)(C)C1 (stereo unspecified)
    i | -0.84
Cc1cc(C)c(C#N)c(SCC(=O)NC2CC2)n1
    i | 0.12
Cc1cccc(NC(=O)Cn2cnc3c(oc4ccccc43)c2=O)c1C
    i | -0.67
COc1ccc(NC(=O)Cn2nnc(-c3ccccc3NC(=O)C3CC3)n2)cc1
    i | -1.78
N#Cc1cc(-c2ccccc2)oc1/N=C/c1ccccc1O
    i | -0.36
Nc1nonc1-n1nnc(C(=O)N/N=C/c2ccco2)c1-c1ccccc1
    i | -0.62
